thrombin 1536: blocks human thrombin protease activity; alpha-thrombin, Boc-VPR-AMC fluorogenic substrate cleavage; inhibition, % at 5 µM; hit rate 0.26% among 220,000; AID 1046;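 active means inhibition at or above 40%; inactive means inhibition below 40%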;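 further: 0% = enzyme with no compound and 100% = wells without enzyme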
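Test system: human alpha-thrombin; medium: pH 7.5 Tris-saline with Tween 20; times: reaction at room temperature; signal: AMC fluorescence at 355 nm excitation and 460 nm emission; also added: Boc-VPR-AMC substrate, 15 µM final; dosing: one concentration per compound, 5 µM, with 0.2% DMSO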
FXIa inh 1536: factor XIa (human) inhibition; purified FXIa, Boc-Glu-Ala-Arg-AMC fluorogenic substrate; inhibition, % at 5 µM; hit rate 0.14% among 220,000; P03951; AID 798;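 active means inhibition of at least 40%; inactive means inhibition below 40%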;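 further: fluorescence of freed AMC excited at 355 nm; 0% = enzyme without compound and 100% = no enzyme blank; many of its hits are not listed in these tables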
hK5 inh: kallikrein 5 (human) inhibition; Q9Y337; recombinant hK5, fluorogenic AMC substrate cleavage; inhibition, % at 5 µM; hit rate 0.59% among 210,000;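 active means inhibition of 40% or more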;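 further: 0% = enzyme controls without compound and 100% = no-enzyme blanks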
Target sequence (Q9Y337 67-293 limits assumed): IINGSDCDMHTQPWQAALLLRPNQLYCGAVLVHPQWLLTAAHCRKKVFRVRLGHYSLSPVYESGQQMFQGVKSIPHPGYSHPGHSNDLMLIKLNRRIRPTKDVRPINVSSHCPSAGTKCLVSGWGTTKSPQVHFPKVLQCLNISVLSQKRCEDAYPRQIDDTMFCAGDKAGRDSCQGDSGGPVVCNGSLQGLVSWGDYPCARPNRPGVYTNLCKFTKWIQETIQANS
L929 necroptosis: blocks zVAD induced death of L929 cells; L929 zVAD necroptosis rescue, ATP luminescence, 24 h; with zVAD 60 µM; viability rescue, % at 10 µM; hit rate 0.38% among 220,000; AID 1377;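 active means activation, scaled between plate controls, above about 75%, limit read from the data; inactive means activation under that limit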;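 further: 0% = zVAD with DMSO and 100% = DMSO alone without zVAD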
TNF death inh: blocks TNF-alpha induced death of Jurkat FADD-/- cells. hit rate 0.068% among 220,000. AID 463075. Jurkat FADD-/- TNF necroptosis rescue, ATP luminescence, 24 h; 0 = TNF only, 100 = no-TNF cells. activation (protection from cell death), % at 10 µM;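 active means activation, meaning protection from cell death, of at least 50% relative to plate controls; inactive means activation below 50%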;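 further: necroptosis triggered by 40 ng/mL TNF-alpha added together with compound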
KCC2 mod: KCC2 (human) Cl- transport modulation | B-score of Tl+ flux slope (higher = more flux/activation; lower = inhibition) at 10 µM | Q9H2X9 | KCC2 cells, thallium flux FluoZin-2 fluorescence | hit rate 2.2% among 190,000;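 active means thallium flux slope and its plate-corrected score both differing from the plate sample mean at a set confidence after two filtering rounds, in either direction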;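 further: slope of fluorescence scaled to starting intensity during 10 to 20 s after thallium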
Rad51 HR inh: Rad51 (human) homologous recombination inhibition. Q06609. hRad51 DNA strand exchange, fluorescence dequenching. inhibition, % at 10 µM. hit rate 0.085% among 200,000;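 active means inhibition above 40% at the single screening dose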;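 further: 0% = DMSO control wells and 100% = blanks with heterologous ssDNA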
Target sequence (Q06609 whole entry, looked up): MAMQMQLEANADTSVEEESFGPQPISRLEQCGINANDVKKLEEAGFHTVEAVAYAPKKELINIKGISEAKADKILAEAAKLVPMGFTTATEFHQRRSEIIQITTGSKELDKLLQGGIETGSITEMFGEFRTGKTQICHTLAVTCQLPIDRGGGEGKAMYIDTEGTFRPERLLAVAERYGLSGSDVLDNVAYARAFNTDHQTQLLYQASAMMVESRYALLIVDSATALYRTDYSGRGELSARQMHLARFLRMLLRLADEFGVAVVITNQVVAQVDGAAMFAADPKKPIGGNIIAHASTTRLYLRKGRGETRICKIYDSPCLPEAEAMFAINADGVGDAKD
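Material: human Rad51–ssDNA filaments; Probe or stimulus: labelled 47-mer dsDNA for strand exchange; Doses: single 10 µM dose; Incubation: 37 °C 15-min filament assembly, 30-min compound preincubation, 15-min exchange; Technique: FRET fluorescence dequenching, excitation 485 nm, emission 520 nm; Measure: Fluorescence-based percent inhibition, control- and blank-normalised; Benchmarks: plate control and blank wells.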
Hck Nef HTS: human Hck-Nef kinase inhibition. inhibition, % at 20 µM. Recombinant Hck-YEEI plus Nef, Z-Lyte FRET kinase assay. hit rate 0.68% among 220,000;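 active means Hck-Nef kinase inhibition above about 50%, limit read from the data; inactive means inhibition below that limit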;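 further: 0% = DMSO with Hck plus Nef and 100% = Hck alone without Nef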
Target sequence (P08631 whole entry, looked up): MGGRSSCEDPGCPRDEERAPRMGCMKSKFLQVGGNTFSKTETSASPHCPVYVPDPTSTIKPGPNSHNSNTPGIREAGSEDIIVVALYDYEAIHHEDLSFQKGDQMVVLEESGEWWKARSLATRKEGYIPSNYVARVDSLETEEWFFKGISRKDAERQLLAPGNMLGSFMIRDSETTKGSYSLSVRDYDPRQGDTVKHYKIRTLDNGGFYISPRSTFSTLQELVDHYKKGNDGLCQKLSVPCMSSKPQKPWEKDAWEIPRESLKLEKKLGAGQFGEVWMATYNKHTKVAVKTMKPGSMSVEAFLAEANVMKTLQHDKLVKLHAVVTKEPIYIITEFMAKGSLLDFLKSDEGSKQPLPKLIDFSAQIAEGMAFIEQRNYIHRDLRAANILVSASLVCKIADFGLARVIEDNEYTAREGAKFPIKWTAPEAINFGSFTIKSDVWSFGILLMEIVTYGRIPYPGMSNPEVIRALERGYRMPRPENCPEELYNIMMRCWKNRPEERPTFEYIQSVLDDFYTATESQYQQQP
FXIIa inh 1536: inhibitors of human coagulation factor XIIa; P00748; purified FXIIa, Boc-QGR-AMC fluorogenic substrate, 2 h; inhibition, % at 5 µM; hit rate 0.3% among 220,000; in the data active means inhibition above about 40%;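 further: 0% = enzyme with no compound and 100% = blank without enzyme; many of its hits are not listed in these tables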
Starred values were filed as active, the others as inactive; . = no result given. An excerpt (hit frequency here may not be typical).

No.	canonical_smiles	thrombin 1536	FXIa inh 1536	hK5 inh	L929 necroptosis	TNF death inh
1	COC(=O)c1[nH]c2ccccc2c1NC(=O)Oc1ccccc1	5	5	-27	-0.2	-2.7
2	O=C(NC(=S)NCC1CCCO1)C(c1ccccc1)c1ccccc1 (stereo not drawn)	-14	1	-13	0.0	-0.5
3	CCC(=O)Nc1cccc(NC(=O)c2cccnc2)c1	4	4	-7	-0.2	-0.3
4	CCOc1cc(S(=O)(=O)N2CCN(CC)CC2)ccc1Cl	-1	0	-17	0.6	-1.5
5	COc1cc(NC(=O)c2ncn[nH]2)cc(OC)c1OC	-3	0	-5	0.0	-1.9
6	C#CCSc1nsc(SCC#C)c1C#N	1	5	-8	-0.2	-5.4
7	CN(C)CCCCOc1ccc(Br)cc1Cl	0	0	-19	-0.2	3.5
8	COc1ccc(C(=O)N/N=C(\C)CC(=O)Nc2ccc3c(c2)OCO3)cc1	-2	-1	-3	-0.1	-1.0
9	CC1(C)CC(=O)c2cc3c(nc2C1)CC(C)(C)CC3=O	-11	2	10	-0.9	1.9
10	CC(C)=CCN1CCN(Cc2ccc3nsnc3c2)CC1CCO (stereo not drawn)	-2	0	.	0.0	0.9
11	CCOC(=O)c1cn(Cc2ccc(Cl)cc2Cl)c2cc(C)nn2c1=O	-4	0	-5	-0.7	-1.8
12	CSc1nsc(/C=C/Nc2ccc(Cl)cc2)c1C#N	3	-9	-7	0.9	-2.4

No.	KCC2 mod	Rad51 HR inh	Hck Nef HTS	FXIIa inh 1536
1	0.44	3	-3	19
2	-1.5	1	1	8
3	-0.031	6	1	19
4	0.23	2	8	13
5	-0.11	-4	1	9
6	-0.098	-8	3	12
7	0.21	-3	-7	-3
8	1.3	8	20	1
9	-0.46	-8	-3	3
10	-0.048	16	3	6
11	.	11	16	7
12	.	-64	11	6

Of the compounds above, these contain two or more sulfur atoms.
No.	canonical_smiles	thrombin 1536	FXIa inh 1536	hK5 inh	L929 necroptosis	TNF death inh
6	C#CCSc1nsc(SCC#C)c1C#N	1	5	-8	-0.2	-5.4
12	CSc1nsc(/C=C/Nc2ccc(Cl)cc2)c1C#N	3	-9	-7	0.9	-2.4

No.	KCC2 mod	Rad51 HR inh	Hck Nef HTS	FXIIa inh 1536
6	-0.098	-8	3	12
12	.	-64	11	6

The results go on.
No.	canonical_smiles	thrombin 1536	FXIa inh 1536	hK5 inh	L929 necroptosis	TNF death inh
13	O=C(CN(CCc1ccccc1)C(=O)CNS(=O)(=O)c1ccccc1)NCC1CCCO1 (stereo not drawn)	-5	-5	1	0.5	-0.9
14	O=C(CCc1ccccc1)N1CCN(c2ccc(Cl)cc2)CC1	4	6	5	-0.3	0.5
15	CCn1nccc1C(=O)Nc1ccc(Cl)cn1	-2	2	-15	0.3	-1.3
16	CCN(CC)S(=O)(=O)c1ccc(N2CCOCC2)c(NC(=O)COc2ccc(Cl)cc2)c1	-3	-2	0	0.4	0.1
17	CCN1CCN(c2cc(=O)n(Cc3ccc(F)cc3)c(=O)[nH]2)CC1	-12	-2	0	1.9	0.8
18	O=C(Nc1nnc(COc2ccc(Cl)cc2)s1)c1ccco1	-3	1	6	1.9	0.0
19	COC(=O)c1ccccc1NC(=O)C1CC=CCC1C(=O)O (stereo not drawn)	2	2	3	-0.2	-1.3
20	N#Cc1c(N2CCOCC2)nc(-c2ccco2)c2c1CCCC2	-7	2	3	3.2	0.4
21	CCCn1nc(NC(=O)c2cccs2)c2cc3cc(OC)ccc3nc21	4	-2	-1	1.0	-4.6
22	O=C1NC2(Nc3ccccc31)C(=O)Nc1ccc(Br)cc12 (stereo not drawn)	-2	-1	9	1.5	-0.8
23	CC(=O)Nc1ccc(-c2cc(C(=O)O)c3ccc(C)cc3n2)cc1	-5	0	-3	0.2	3.3
24	COC(=O)c1c(S(=O)(=O)NCc2ccccc2)sc(C(=O)O)c1C	-11	-1	-17	0.7	0.5

No.	KCC2 mod	Rad51 HR inh	Hck Nef HTS	FXIIa inh 1536
13	0.53	3	-1	8
14	-0.45	-5	3	9
15	0.12	-7	-24	10
16	-1.2	31	14	5
17	0.095	5	17	5
18	0.77	5	19	10
19	-0.57	-5	0	18
20	.	-7	9	13
21	.	-9	7	10
22	-0.24	-8	0	8
23	.	3	10	1
24	.	1	-1	3

Later entries
No.	canonical_smiles	thrombin 1536	FXIa inh 1536	hK5 inh	L929 necroptosis	TNF death inh
25	O=C(COC(=O)CNC(=O)c1ccccc1F)Nc1cccc(S(=O)(=O)N2CCCCCC2)c1	0	0	3	3.0	-0.1
26	COC(=O)CN1C(c2ccccc2)=Nc2ccc(Cl)cc2C1c1ccccc1 (stereo not drawn)	-6	-9	2	-0.2	-4.9
27	CCOC(=O)c1ccccc1NC(=O)CSc1nc2c(c(=O)n(C)c(=O)n2C)n1C	1	2	-11	0.9	0.7
28	CCC(C)(C)NC(=O)CN(C(=O)c1snc(C(N)=O)c1N)c1ccc(OC)c(OC)c1	1	-1	3	-1.6	0.8
29	CCOc1ncccc1C(=O)OCC(=O)c1ccc(C)c(C)c1	-7	-7	-6	2.2	-0.6
30	Cn1[nH]c(CSc2ccc(Cl)cc2)cc1=O	-5	-1	-5	1.3	-0.1
31	c1ccc(-n2ncc(-c3nn[nH]n3)n2)cc1	0	0	-34	0.0	-0.3
32	Cn1c(SCC(=O)Nc2cccnc2)nnc1-c1ccccc1F	-16	-9	-5	0.2	-0.8
33	CCNCCNc1ccc(Cl)cc1[N+](=O)[O-]	.	.	.	-0.4	4.0
34	CC(=O)NC(Cc1cccc(F)c1)C(=O)NC1CCN(c2nnnn2-c2ccccc2)CC1 (stereo not drawn)	-7	4	-4	1.3	0.9
35	O=C(O)C1C2C=CC(C2)C1C(=O)NCc1cccs1 (stereo not drawn)	15	2	17	-0.4	7.0
36	Cc1c(N=NC2=C(O)CCCC2=O)c(=O)n(-c2ccccc2)n1C	-9	2	-92	2.5	0.2

No.	KCC2 mod	Rad51 HR inh	Hck Nef HTS	FXIIa inh 1536
25	-1.5	-5	24	12
26	-4*	-1	1	4
27	-0.19	1	-1	15
28	-0.35	2	10	2
29	-0.36	-1	20	3
30	0.038	1	9	3
31	0.63	-7	7	3
32	0.0045	1	23	4
33	0.87	4	-3	.
34	-0.68	25	19	9
35	0	-19	-16	27
36	0.66	-30	25	11

Some entries already given with just L929 necroptosis:
| nr | mol | L929 necroptosis |
| --- | --- | --- |
| 32 | Cn1c(SCC(=O)Nc2cccnc2)nnc1-c1ccccc1F | 0.2 |
| 33 | CCNCCNc1ccc(Cl)cc1[N+](=O)[O-] | -0.4 |

Other entries follow:
No.	canonical_smiles	thrombin 1536	FXIa inh 1536	hK5 inh	L929 necroptosis	TNF death inh
37	CCCCc1ccc(NC(=O)c2cnccn2)cc1	0	0	-3	-0.4	-0.6
38	COc1ccc(C)cc1NC(=O)C(Sc1nncn1C)c1ccccc1 (stereo not drawn)	-2	2	-4	0.2	0.2
39	COc1ccc(S(=O)(=O)N2CCOCC2)cc1C(=O)Nc1cc(C)on1	0	0	-8	0.0	0.3
40	O=S(=O)(c1ccc(F)cc1)N1CCCN(c2nccc(C(F)(F)F)n2)CC1	-3	-2	-1	-1.1	0.3
41	CC(C)COC(=O)Nc1nnc(SCc2ccccc2F)s1	4	6	-10	1.0	1.3
42	O=C(NC12CC3CC(CC(C3)C1)C2)c1cncc(O)c1	1	4	-12	-0.1	-2.3
43	CC1C(=O)Nc2ccccc2N1C(=O)C1CC1 (stereo not drawn)	1	3	-5	0.0	-0.9
44	CCNc1ncnc2c1cnn2C	-3	2	-1	1.7	1.8
45	CCOc1ccc2nc(N/C(N)=N/C(=S)Nc3ccc(C)c(C)c3)nc(C)c2c1	-9	0	-19	0.5	1.8
46	O=C(/C=C/c1cccs1)Nc1nc(-c2ccccc2)cs1	2	0	-16	1.3	-8.3
47	COC(=O)c1cc(C)sc1NC(=O)c1cccnc1	1	-1	-22	0.7	-2.6
48	O=C(c1ccco1)N1N=C(c2cccs2)CC1c1ccc(F)cc1 (stereo not drawn)	-1	18	11	0.4	0.3

No.	KCC2 mod	Rad51 HR inh	Hck Nef HTS	FXIIa inh 1536
37	-0.52	-16	25	10
38	0.63	8	0	-3
39	0.67	12	0	10
40	0.46	.	10	8
41	-0.43	4	-1	12
42	0.078	-17	8	2
43	-0.8	-1	2	18
44	-0.013	2	20	7
45	0.7	4	5	2
46	.	5	1	3
47	0.71	4	11	15
48	-0.44	1	3	33

KCC2 mod: entries above that show a hit
No.	Molecule	thrombin 1536	FXIa inh 1536	hK5 inh	KCC2 mod	Hck Nef HTS	FXIIa inh 1536
26	COC(=O)CN1C(c2ccccc2)=Nc2ccc(Cl)cc2C1c1ccccc1 (stereo not drawn)	-6	-9	2	-4*	1	4

Carrying on.
No.	canonical_smiles	thrombin 1536	FXIa inh 1536	hK5 inh	L929 necroptosis	TNF death inh
49	CCOc1ccc(CC(=O)C2=C(N3CCOCC3)CC(C)(C)CC2=O)cc1OCC	-1	-5	-12	1.4	0.4
50	CCCc1cc(=O)oc2cc(OCC(=O)N3CCc4ccccc43)ccc12	-1	1	-2	0.0	-1.5
51	O=C(CNC(=O)C1CCCCC1)Nc1ccc(F)c(Cl)c1	-3	-4	-2	1.7	0.4
52	CCOC(=O)c1c(C)nc2ccccn12	3	0	6	11	1.6
53	COc1ccc(-c2cc(CCCC(=O)NCc3ccccn3)no2)cc1	-7	-4	-5	0.9	1.4
54	Cc1ccc(S(=O)(=O)NCC(=O)N/N=C/c2ccc(Cl)cc2Cl)cc1	-7	5	-6	-0.1	1.9
55	COc1cccc(C(=O)C2CCCN(C(=O)CCc3scnc3C)C2)c1 (stereo not drawn)	1	-1	.	0.8	1.9
56	COc1ccccc1NS(=O)(=O)c1cccc(C(=O)N/N=C(\C)c2ccc(-n3ccnc3)cc2)c1	4	4	-6	76*	1.6
57	N#CC1=C(N)NC(=S)C(C(N)=O)C1c1ccc(Cl)cc1Cl (stereo not drawn)	1	-6	-25	1.8	-4.0
58	Cc1nn(C)cc1CN(C)S(=O)(=O)c1cccc([N+](=O)[O-])c1	-5	-6	-2	1.7	0.8
59	COc1cccc(N2CCN(c3ccc(S(=O)(=O)N4CCCC4)cc3)CC2)c1	-4	4	-1	-0.1	0.9
60	Cc1ccc(-c2nnc(-c3ccc(NC(=O)c4cccs4)cc3)o2)cc1	-3	-6	-48	0.6	-16
61	Cc1ccc(-n2ncc(C(=O)NCc3ccc4c(c3)OCO4)c2NC(=O)c2ccco2)cc1C	1	17	-30	-0.9	-1.1
62	CCOC(=O)C1=NN(C(C)=O)C2C(=O)N(CC)C(=O)C12 (stereo not drawn)	-3	-5	-3	0.4	1.4

No.	KCC2 mod	Rad51 HR inh	Hck Nef HTS	FXIIa inh 1536
49	-0.026	11	18	0
50	1.4	1	1	32
51	-1.3	5	0	9
52	0.073	3	-6	15
53	-0.0023	-4	6	8
54	-0.79	-3	0	5
55	-0.42	.	-1	6
56	-0.69	-2	11	24
57	-0.036	16	9	-7
58	0.11	-1	-12	.
59	.	4	-1	3
60	.	-7	4	22
61	.	2	5	31
62	0.49	12	19	1

Compound activity (PubChem BioAssay)
